Screens: PubChem BioAssay, The Scripps Research Institute Molecular Screening Center
CHRM4 antagonist: CHRM4 antagonism in calcium assay. P08173. CHO-hM4 cells, ACh EC80, Fluo-8 calcium fluorescence. inhibition, % at 3 µM. 360,000 tested, 0.73% active;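 active means inhibition above its plate's cutoff, the mean inhibition of sample wells plus 3 SD, cut at about 27% in these data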;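 further: 0% = acetylcholine EC80 with DMSO and 100% = DMSO without agonist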
Target sequence (P08173 whole entry, looked up): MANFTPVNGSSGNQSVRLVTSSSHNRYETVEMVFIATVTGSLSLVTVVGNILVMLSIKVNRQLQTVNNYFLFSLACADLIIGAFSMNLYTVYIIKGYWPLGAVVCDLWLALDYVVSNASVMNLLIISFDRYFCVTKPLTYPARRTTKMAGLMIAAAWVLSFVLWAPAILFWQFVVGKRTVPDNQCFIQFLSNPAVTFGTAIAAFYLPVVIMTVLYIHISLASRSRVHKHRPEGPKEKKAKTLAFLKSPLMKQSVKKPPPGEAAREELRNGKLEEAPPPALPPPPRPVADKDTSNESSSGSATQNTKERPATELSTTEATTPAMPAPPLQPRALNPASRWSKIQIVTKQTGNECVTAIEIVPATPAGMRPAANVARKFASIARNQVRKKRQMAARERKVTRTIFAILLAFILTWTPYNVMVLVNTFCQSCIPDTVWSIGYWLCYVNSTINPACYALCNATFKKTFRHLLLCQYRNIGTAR
M1 PAM: potentiates human M1 receptor response to acetylcholine; P11229; CHO-K1 hM1, Fluo-8 calcium fluorescence, ACh EC20; 0% = ACh EC20, 100% = maximal ACh; activation, % at 3 µM; 360,000 tested, 0.088% active; AID 588819; in the data active means activation above about 19%, passing the limit was not always enough
M5 ag: CHRM5 agonism in calcium assay; 360,000 tested, 0.19% active; activation, % at 3 µM; P08912; AID 624037; CHO-K1 hM5 cells, Fluo-8 calcium fluorescence; 0% DMSO wells, 100% maximal acetylcholine response;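 active means activation above the run's mean over test compounds plus 3 SD, cut at about 23% in these data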;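 further: signal is peak over basal fluorescence ratio across the kinetic read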
M1 ag: activates human CHRM1 receptor; P11229; CHO-K1 hM1, Fluo-8 calcium fluorescence, agonist mode; 0% DMSO, 100% acetylcholine EC100; activation, % at 3 µM; 360,000 tested, 0.33% active;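 active means activation above the run's mean compound activation plus 3 SD, cut at about 16% in these data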;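 further: peak over basal fluorescence ratio within a 140 s kinetic read after compound addition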
TAAR1 ag: agonists of human TAAR1 | CHO RD-HGA16 TAAR1, Fluo-8 calcium fluorescence; vehicle wells 0%, saturating PEA agonist 100% | activation, % at 3 µM | 360,000 tested, 0.99% active | AID 624467;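 active means activation above the mean activation of all test compounds in the run plus 3 SD, cut at about 38% in these data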
Target sequence (Q96RJ0 whole entry, looked up): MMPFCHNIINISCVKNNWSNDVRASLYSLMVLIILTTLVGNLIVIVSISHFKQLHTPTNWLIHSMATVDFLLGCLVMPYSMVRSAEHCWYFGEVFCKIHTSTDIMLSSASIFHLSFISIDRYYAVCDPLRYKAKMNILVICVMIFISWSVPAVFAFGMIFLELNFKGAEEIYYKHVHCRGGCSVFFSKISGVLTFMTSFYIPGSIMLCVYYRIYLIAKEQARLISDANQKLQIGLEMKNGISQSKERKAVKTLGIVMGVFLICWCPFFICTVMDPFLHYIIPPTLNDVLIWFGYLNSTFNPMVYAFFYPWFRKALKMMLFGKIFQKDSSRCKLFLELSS
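Test system: RD-HGA16 (CHO) cells co-expressing Gα16 and hTAAR1 / Benchmarks: DMSO vehicle as 0%, PEA at EC100 as 100% / Repeats: no replicates (n 1) / Measure: % activation from peak over basal fluorescence ratio, DMSO-to-PEA scaled / Timing: 17-24 h plating, Fluo-8 75 min 37 °C, 30 min RT / Technique: kinetic Fluo-8 calcium fluorescence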
CHRM5 PAM: CHRM5 positive allosteric modulation; activation, % at 3 µM; P08912; 360,000 tested, 0.3% active; CHO-K1 hM5, Fluo-8 calcium, ACh EC20 PAM; 0% = ACh EC20, 100% = ACh EC100;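 active means activation above the run cutoff, the mean activation of all test compounds plus 3 SD, cut at about 18% in these data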
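Assay system – human M5 receptor in CHO-K1 cells · Read-out – % activation, ACh-normalized · Technique – Fluo-8 calcium fluorescence · Dosing – single-point, 3 µM nominal · Incubation – Fluo-8 loading 80 min at 37 °C plus 30 min room temperature · Repeats – singlicate, one well per test compound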
CHRM5 antagonist: antagonists of human muscarinic M5 receptor (CHRM5). AID 624040. inhibition, % at 3 µM. CHO-hM5 cells, Fluo-8 calcium fluorescence, ACh EC80. 360,000 tested, 0.59% active;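 active means inhibition above a per-plate cutoff, the mean of that plate's test compounds plus 3 SD, cut at about 27% in these data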;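 further: 0% = acetylcholine EC80 with DMSO and 100% = DMSO without agonist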
CHRM1 antagonist: antagonists of human M1 muscarinic receptor; P11229; CHO-K1 hM1, Fluo-8 calcium fluorescence, ACh EC80 antagonist; inhibition, % at 3 µM; 360,000 tested, 1.3% active;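 active means percent inhibition above its own plate's cutoff, namely the mean of that plate's compound wells plus 3 SD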;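 further: peak over basal fluorescence ratio during 140 s after agonist addition; 0% = ACh EC80 plus DMSO and 100% = DMSO alone without agonist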
M4 ag: agonists of human muscarinic M4 receptor (CHRM4); 360,000 tested, 0.14% active; P08173; CHO-K1 hM4/Gqi5, Fluo-8 calcium fluorescence; vehicle 0%, full acetylcholine response 100%; activation, % at 3 µM;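 active means activation above the run mean over all test wells plus 3 SD, cut at about 32% in these data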;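 further: peak over basal fluorescence ratio per well then scaled between controls; 0% = DMSO wells and 100% = acetylcholine at EC100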
The depositor's hits bear a star; . = not tested or not shown. Not all compounds are listed; rates above refer to the full screens.

SMILES | CHRM4 antagonist | M1 PAM | M5 ag | M1 ag | TAAR1 ag | CHRM5 PAM | CHRM5 antagonist | CHRM1 antagonist | M4 ag
CCOc1ccc(N(CC(=O)NCc2ccc(F)cc2)C(=O)CCC(=O)Nc2nccs2)cc1 | 18 | 7 | -3 | -2 | 9 | -4 | 12 | -2 | 0
Cc1ccc(S(=O)(=O)NCC(=O)NCC(=O)OC(C(=O)NC(N)=O)C(C)C)cc1C (centres undefined) | 3 | -7 | 3 | -1 | 0 | 6 | -7 | -1 | 0
COc1ccc(C(OCC(O)CNCCc2ccccc2)c2ccc(OC)cc2)cc1 (centres undefined) | 5 | 2 | 2 | -1 | 104* | -8 | 10 | 7 | 9
Cc1cc(C)c2c(NC(N)=S)n[nH]c2n1 | -13 | 7 | 3 | -3 | 1 | 3 | -8 | -7 | 1
COCCn1nnnc1CN1CCN2CCCC2C1 (centres undefined) | -10 | 1 | -4 | -10 | 1 | 1 | -2 | -4 | 0
Cc1ccc(OCC(=O)N/N=C2/SCC(=O)N2Cc2ccco2)cc1 | 7 | 1 | -3 | -4 | -1 | 0 | 1 | -3 | 1
O=C(Nc1cc(Cl)ccc1-n1cncn1)c1cccc(S(=O)(=O)N2CCOCC2)c1 | -24 | 14 | 1 | -2 | 0 | -1 | 4 | -12 | 4
Cc1c(Cl)cccc1NC(=O)CCN1C(=O)C2CC=CCC2C1=O (centres undefined) | 0 | 8 | -1 | -1 | 4 | 7 | -11 | -11 | 1
Cc1ccc(C(C(=O)NCc2ccco2)N(C(=O)CNC(=O)c2cccs2)c2ccc(C)cc2)cc1 (centres undefined) | 4 | -1 | -2 | -4 | 4 | 1 | -3 | 5 | -1
Cc1ccc(C(=O)OCc2cn3ccccc3n2)cc1 | 13 | 8 | 1 | -4 | 17 | 2 | -3 | -12 | 1
COCCn1c(SCC(=O)Nc2ccc(S(N)(=O)=O)cc2)nc2ccccc21 | -3 | 2 | -1 | -6 | 5 | -1 | 2 | -2 | 2
O=C(NCCSc1ccccc1)c1cncc(Br)c1 | 5 | 1 | 1 | -2 | -3 | 0 | -4 | 7 | 1
CC1(C(=O)NS(=O)(=O)c2ccc(F)cc2F)CCN1C(=O)Cc1ccccc1 (centres undefined) | 5 | -6 | 0 | -4 | 3 | -2 | 1 | 3 | 0
CCOCCCN1CC(C(=O)NCCc2ccccc2)CC1=O (centres undefined) | 3 | 7 | 2 | -1 | 0 | -2 | 6 | -30 | 0
CCO[C@H]1OC(C(=O)N2CCN(Cc3ccccc3)CC2)=C[C@@H](C)[C@@H]1CCCO | -5 | 6 | 0 | -3 | 7 | 0 | 1 | -13 | 3
CCOC(=O)CCN(Cc1cccs1)S(=O)(=O)c1ccc(Cl)cc1 | 0 | 1 | -5 | -8 | . | -5 | 3 | -4 | -3
COc1cc(C(=O)Nc2nc(C)c(Cc3ccc4c(c3)OCO4)s2)cc(OC)c1OC | -2 | 6 | 8 | -7 | 11 | 12 | -1 | -8 | 2
O=[N+]([O-])c1cc(S(=O)(=O)N2CCCC2)ccc1NCCCN1CCOCC1 | 3 | -9 | -13 | -8 | 6 | 11 | 4 | 17 | 1
O=c1[nH]c(NCCO)nc2c1C1(CCCC1)Cc1ccccc1-2 | 2 | 7 | -5 | -2 | 16 | 14 | -3 | -7 | 1
COc1ccc(CCNC(=O)C(CCC(N)=O)NS(=O)(=O)c2ccc(Cl)cc2)cc1OC (centres undefined) | -16 | 23 | -3 | -1 | 1 | 0 | -3 | -18 | 0
COc1ccc(NC(=O)C2CC(=O)n3ncnc3N2)cc1 (centres undefined) | 5 | -2 | 3 | -6 | 14 | -2 | 7 | 6 | 1
O=C(CCn1nc(-c2ccc(Cl)cc2)c2ccccc2c1=O)NCCN1CCOCC1 | -2 | 2 | -2 | -5 | 0 | -1 | 4 | 0 | 0
Cc1ccccc1-n1c(=O)/c(=C\c2ccco2)s/c1=C(/C#N)C(=O)Nc1ccccc1 | 14 | -8 | 1 | -2 | 12 | -10 | 7 | 14 | 11
CC(=O)c1cnc2cc(-c3ccc(C)cc3)nn2c1C | -9 | 3 | 2 | -5 | -1 | -5 | 9 | -3 | 2

TAAR1 ag, hit marks shown above
molecule | CHRM4 antagonist | M1 PAM | M5 ag | M1 ag | TAAR1 ag | CHRM5 antagonist | CHRM1 antagonist | M4 ag
COc1ccc(C(OCC(O)CNCCc2ccccc2)c2ccc(OC)cc2)cc1 (centres undefined) | 5 | 2 | 2 | -1 | 104* | 10 | 7 | 9

Ordered by formula weight (descending): part of the list above.
SMILES | CHRM4 antagonist | M1 PAM | M5 ag | M1 ag | TAAR1 ag | CHRM5 PAM | CHRM5 antagonist | CHRM1 antagonist | M4 ag
Cc1ccccc1-n1c(=O)/c(=C\c2ccco2)s/c1=C(/C#N)C(=O)Nc1ccccc1 | 14 | -8 | 1 | -2 | 12 | -10 | 7 | 14 | 11
COc1ccc(C(OCC(O)CNCCc2ccccc2)c2ccc(OC)cc2)cc1 (centres undefined) | 5 | 2 | 2 | -1 | 104* | -8 | 10 | 7 | 9
O=C(NCCSc1ccccc1)c1cncc(Br)c1 | 5 | 1 | 1 | -2 | -3 | 0 | -4 | 7 | 1

(further entries)
SMILES | CHRM4 antagonist | M1 PAM | M5 ag | M1 ag | TAAR1 ag | CHRM5 PAM | CHRM5 antagonist | CHRM1 antagonist | M4 ag
O=C(COc1ccc2ccc(=O)oc2c1)N1CCN(c2ccccc2)CC1 | 6 | 4 | 1 | -4 | 2 | 7 | 1 | 1 | 2
Cc1nc2ccc(Br)cc2c2c1CC(CO)O2 (centres undefined) | -11 | -6 | -3 | -8 | 1 | -3 | 2 | 12 | 1
CC(=O)c1ccc(OCCCC(=O)Nc2ccc3c(c2)OCCO3)cc1 | -11 | 11 | 2 | -1 | 7 | -8 | 5 | -9 | 2
Cc1ccc(C)c(NNC(=O)C(=O)NNc2cc(C)ccc2C)c1 | -5 | 7 | 4 | -1 | 13 | 1 | -3 | -7 | 1
Oc1ccc(CCc2n[nH]c(=S)n2-c2ccc(F)cc2)cc1 | 9 | 6 | -2 | -2 | 5 | -6 | 19 | -1 | 1
NC(Cc1ccc(F)cc1)c1csc(Nc2ccc(C(=O)NCCCO)cn2)n1 (centres undefined) | 1 | 4 | 1 | -4 | 1 | 5 | -11 | -12 | 0
CN(C(=O)c1ccc(F)cc1)c1ccc(OCC(=O)Nc2ccccc2C(=O)O)cc1 | -15 | 11 | 10 | -1 | 9 | 15 | 0 | -16 | -2
COc1ccc(C(C(=O)NC2CCCC2)N(CC2CCCO2)C(=O)Cn2nnc(-c3ccc(C)o3)n2)cc1 (centres undefined) | 1 | 8 | 2 | -6 | -1 | 2 | 1 | -9 | 0
CC(=O)Oc1ccccc1Cn1c(C)c(C(=O)NCc2cccc(Cl)c2)sc1=O | -13 | 8 | 3 | 1 | 2 | -1 | 0 | -15 | 4
CCC(C)(C(=O)NC1CCCCC1)N(Cc1ccco1)C(=O)c1ccccn1 (centres undefined) | -6 | 7 | 0 | 2 | 5 | 2 | 3 | -4 | 1
CSc1nc(=S)n(-c2ccccc2)c(C)c1C(C)=O | -6 | 2 | -1 | -4 | 14 | -3 | 3 | -8 | 2
CC(C)n1c(N2CCN(C(=O)c3cccs3)CC2)nc2ccccc21 | 9 | 4 | -1 | -3 | 2 | -1 | -1 | -2 | 2
CCc1nc2c(OCc3ccc(OC)cc3)cccn2c1N(C)C(=O)c1ccncc1 | 1 | 9 | 0 | -4 | 2 | 0 | 5 | -14 | 1
Cc1cc(NC(=O)COC(=O)C2=NN(c3ccccc3)C(=O)CC2)c([N+](=O)[O-])cc1C | -12 | 13 | -1 | -4 | 3 | 14 | -4 | -12 | 1
Cc1cccc(N2CCN(C(=O)Cc3c(C(=O)O)[nH]c4ccc(Cl)cc34)CC2)c1C | 2 | 12 | -10 | -6 | 12 | 2 | -1 | -37 | 1
O=C(NCC1CCCO1)C(c1cccs1)N(Cc1cccs1)C(=O)c1ccc(-c2ccccc2)[nH]1 (centres undefined) | -4 | -1 | 1 | -5 | 13 | -8 | 14 | 13 | 11
COc1ccccc1N(CC(=O)N(c1ccccc1)C(C)C)S(=O)(=O)c1cccs1 | -3 | -3 | -6 | -7 | -2 | 0 | 9 | 3 | 1
CCCCNC(=O)C1CCC(CNc2c(N3CCC(C)CC3)c(=O)c2=O)CC1 (centres undefined) | -4 | -5 | 3 | -3 | 1 | -1 | 4 | 11 | -1
O=C(CCCCCl)Nc1c2c(nc3ccccc13)CCC2 | -2 | 9 | -3 | -4 | 0 | -1 | 5 | -15 | 0
Cc1cc(C)n2nc(SCC(=O)NC3(C#N)CCCCC3)nc2n1 | -11 | 1 | -1 | -2 | 1 | -4 | 2 | -3 | 0
Cc1ccc(CNC(=O)c2ccccc2CCc2ccccc2)cc1 | 0 | -7 | -2 | -10 | 2 | -13 | 18 | 9 | 14
c1ccc2c(c1)OC1OC2Oc2ccccc21 | -8 | 5 | -7 | -4 | . | -2 | 14 | -5 | 3
Cc1noc(C)c1S(=O)(=O)N1CCN(Cc2ccc3c(c2)OCO3)CC1 | 0 | 0 | 1 | -4 | -1 | -4 | 5 | -9 | 1
COc1ccc(-c2nc(C#N)c(N3CCC(C(N)=O)CC3)o2)cc1OC | 3 | 4 | 1 | -3 | 0 | 0 | -1 | 2 | -1
COc1ccc(CCNC(=O)C(=O)NCC2CCNCC2)cc1OC | -4 | 0 | -1 | -7 | 1 | 4 | 1 | -12 | 2
CC(=O)n1cc([C@@H]2C=C(C(=O)Nc3ccccc3)O[C@H](OCc3ccc(CO)cc3)C2)c2ccccc21 | 8 | -2 | 9 | 1 | 26 | -17 | 21 | 8 | 20
Nc1ccccc1C(=O)N(Cc1ccccc1)Cc1ccccc1 | 0 | 5 | -4 | -5 | 5 | -3 | 6 | 4 | 3
CC1CCN(S(=O)(=O)c2ccc(C(=O)NCc3cccnc3)cc2)CC1 | -4 | -3 | -1 | -5 | 1 | -1 | 4 | 11 | 4
O=c1c2ccccc2nnn1Cc1ccccn1 | 6 | 13 | 0 | -5 | 6 | 4 | 3 | -11 | 1
CN(c1ccc(C(=O)O)cc1)S(=O)(=O)c1ccc(Cl)cc1 | 3 | 2 | 2 | -3 | 22 | 2 | 0 | -27 | 1
Cc1n(CC(=O)c2ccc(F)cc2)c2ccccc2[n+]1C | 4 | 3 | -3 | -10 | 9 | 7 | 1 | 2 | 1
CCOC(=O)COc1cc(-n2c(=S)[nH]c3cc(OC)c(OC)cc3c2=O)c(Cl)cc1Cl | 5 | -8 | -4 | -9 | 11 | -4 | 3 | 9 | 0
COC(=O)C(Cc1c[nH]c2ccccc12)NC(=O)C(C)C (centres undefined) | 0 | 10 | -4 | -1 | 3 | -8 | 2 | -29 | 0
CC(=O)OCP(C)(=O)COC(C)=O | 5 | 3 | -1 | 2 | 18 | 0 | 4 | -26 | 0
Cc1ccc(N2CC(C(=O)OCC(=O)Nc3cccc(Cl)c3C)CC2=O)cc1 (centres undefined) | 6 | 6 | 0 | -5 | 0 | 1 | 7 | -14 | 1
COc1ccccc1N1CCN(C(=O)CSc2nc3ccccc3nc2N2CCC(C)CC2)CC1 | 7 | 1 | -3 | -4 | -1 | 7 | 1 | 4 | 2
CC(C)(CO)NC12CC3CC(CC(C3)C1)C2 | -2 | 2 | -4 | -8 | 1 | 5 | 11 | -2 | 1
